Screens as filed in PubChem.
MITF inh = inhibitors of human MITF; O75030; AlphaScreen MITF homodimerization, bead proximity signal; inhibition, % at 2.6 µM; actives 0.91% (n = 650,000); in the data active = inhibition above about 50%;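 also: 0% = vehicle wells with protein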
Target sequence (O75030 whole entry, looked up): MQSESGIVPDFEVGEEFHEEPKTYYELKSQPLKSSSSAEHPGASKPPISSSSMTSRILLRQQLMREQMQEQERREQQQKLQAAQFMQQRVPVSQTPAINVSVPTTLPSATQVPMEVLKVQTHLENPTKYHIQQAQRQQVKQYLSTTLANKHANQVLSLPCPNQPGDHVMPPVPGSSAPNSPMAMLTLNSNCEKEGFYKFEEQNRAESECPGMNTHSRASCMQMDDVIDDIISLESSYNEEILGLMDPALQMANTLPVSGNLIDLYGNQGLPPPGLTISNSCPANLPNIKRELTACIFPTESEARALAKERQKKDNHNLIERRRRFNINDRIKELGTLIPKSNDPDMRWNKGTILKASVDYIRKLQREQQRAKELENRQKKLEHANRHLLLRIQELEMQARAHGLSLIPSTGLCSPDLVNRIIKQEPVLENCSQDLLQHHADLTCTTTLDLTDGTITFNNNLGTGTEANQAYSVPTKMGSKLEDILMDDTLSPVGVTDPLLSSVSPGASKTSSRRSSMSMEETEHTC
GPR151 activ = activators of human GPR151; activation, % at 11.2 µM; actives 1% (n = 650,000); PathHunter beta-arrestin GPR151 cells, luminescence; Q8TDV0; in the data active = activation above about 4.9%;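 also: 0% = median of compound wells and 100% = cells with positive control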
Target sequence (Q8TDV0 whole entry, looked up): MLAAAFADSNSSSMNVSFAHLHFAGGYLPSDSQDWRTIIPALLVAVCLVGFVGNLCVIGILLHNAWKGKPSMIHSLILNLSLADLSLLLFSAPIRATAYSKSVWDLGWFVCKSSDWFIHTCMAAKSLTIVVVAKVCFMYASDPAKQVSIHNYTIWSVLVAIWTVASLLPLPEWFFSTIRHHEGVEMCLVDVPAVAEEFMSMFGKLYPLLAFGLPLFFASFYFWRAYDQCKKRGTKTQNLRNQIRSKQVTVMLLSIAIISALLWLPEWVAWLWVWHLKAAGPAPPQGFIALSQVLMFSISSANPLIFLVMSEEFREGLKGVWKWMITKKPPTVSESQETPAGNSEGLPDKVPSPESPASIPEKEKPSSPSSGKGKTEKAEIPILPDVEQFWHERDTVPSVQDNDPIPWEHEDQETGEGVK
TEAD-YAP inh = TEAD-YAP interaction inhibition. HEK-TIYL cells, TEAD-Gal4/YAP UAS-luciferase luminescence. inhibition, % at 9.12 µM. actives 1.4% (n = 640,000). AID 1259422; in the data active = inhibition above about 32%;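 also: 0% = median of test compound wells and 100% = reference inhibitor wells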
FBW7 activator = human FBW7 E3 ligase activation, primary screen. AlphaScreen FBW7–phospho-cyclin E peptide binding, activator screen. normalized activity (activation), % at 26.1 µM. actives 0.13% (n = 650,000); in the data active = normalized activity above about 1.9%;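 also: purified mutant Fbw7 with reduced substrate affinity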
An asterisk follows results filed as active.

item	structure	MITF inh	FBW7 activator	TEAD-YAP inh	GPR151 activ
1	OCC1CCCN(Cc2ccc3c(c2)CN(Cc2cccn2-c2ccccn2)CCO3)C1 (stereo not drawn)	13	0.0	7	-0.8
2	COc1ccc(CCNc2cc(N3CCN(C(=O)c4ccccc4F)CC3)ccc2[N+](=O)[O-])cc1OC	1	0.0	-5	1.7
3	CN1CCN(S(=O)(=O)c2ccc(Cl)c3ccccc23)CC1	-1	-0.2	0	0.8
4	COc1ccc(S(=O)(=O)Cc2ccc(C(=O)NC3CCCCC3C)o2)cc1 (stereo not drawn)	-11	0.1	-2	0.4
5	Cc1ccc(-c2cc(C(F)(F)F)nc(SC3CC(=O)C4OCC3O4)n2)cc1 (stereo not drawn)	8	-0.2	-1	0.2
6	CCOc1ccc(NC(=O)CSc2nnc(-c3ccccc3)n2CCOC)cc1	6	-0.1	7	2.5
7	COc1cc(NC(=O)C(C)(C)C)ccc1NC(=O)c1ccco1	3	0.1	-75	-0.2
8	O=C(Nc1ccc(OCc2ccccc2)cc1)C1CC1	13	0.9	-49	-6.8
9	O=C(Nc1ccccc1N1CCOCC1)C12CC3CC(CC(C3)C1)C2	10	0.5	3	-0.4
10	O=C(O)CC1S/C(=N\N=C2C3CC4CC(C3)CC2C4)NC1=O (stereo not drawn)	15	0.1	-9	0.7
11	COc1cc(OC)cc(C(=O)OCC(=O)c2ccc(Cl)s2)c1	-3	-0.1	3	0.6
12	CCN1CCN(C(=O)c2ccc3c(=O)n(CCOC)c(=O)[nH]c3c2)CC1	14	-0.1	-2	1.0
13	O=C(O)CCC(=O)Nc1ccc2c(c1)OCO2	11	0.2	-11	1.0
14	CCCCCCNC(=O)CCNC(=O)c1ccc(OC)c(OC)c1	-4	-0.1	-6	3.6
15	CCOC(=O)CCc1c(C)c(C#N)c2[nH]c3ccccc3n2c1=O	6	0.0	7	-1.1
16	COCCn1c(=NC(=O)CCc2ccccc2)sc2cc(NC(C)=O)ccc21	5	-0.1	1	-0.9
17	Clc1ccccc1Nc1nc(N2CCOCC2)c2ccccc2n1	-22	0.0	0	1.2
18	O=C(NCc1nc2ccccc2[nH]1)c1ccc2nc(-c3cccs3)sc2c1	26	-0.1	-14	-1.6
19	CCC1CCCCN1C(=O)c1cccc(OC)c1 (stereo not drawn)	7	0.1	-2	0.6
20	COc1cccc(OCc2nc(N(C)Cc3cccnc3)c3cc(-c4cn[nH]c4)ccc3n2)c1	18	-0.1	-3	1.2
21	Cc1ccccc1Nc1nc(N)nc(CSc2nnc(C)c(=O)n2N)n1	-4	-0.3	4	-0.1
22	CCNC(=O)N1CCC(C(=O)N(C)C(c2ccc3c(c2)OCO3)c2ccccn2)CC1 (stereo not drawn)	23	0.3	-1	1.3
23	COc1ccc(N2CCN(C(CNS(=O)(=O)c3ccc(OC)c(C)c3)c3ccco3)CC2)cc1 (stereo not drawn)	68*	-0.1	6	0.1
24	CCC(=O)N(CC(=O)Nc1ccc(Cl)c(Cl)c1)Cc1ccco1	1	-0.1	0	-1.6
25	CCC(C)NS(=O)(=O)c1ccc(F)c(C(=O)Nc2ccc(C)c(Cl)c2)c1 (stereo not drawn)	-12	0.0	0	0.7
26	CCCN(CCC)CC(O)CN(c1cccc(C)c1)S(=O)(=O)c1ccccc1 (stereo not drawn)	-1	-0.1	-3	3.1
27	O=C(O)CCSc1nnc(-c2cccnc2)n1-c1ccc(Cl)cc1	-1	-1.6	-5	-0.5
28	COc1cccc(OC)c1OCCCN1CCCC(C)C1 (stereo not drawn)	13	0.1	-3	0.9
29	COc1ccc(CNc2nccn3c(-c4cnn(Cc5ccccc5)c4)cnc23)cc1	11	0.0	4	-0.2
30	Cn1c(=O)c2c(nc(SCC#N)n2Cc2ccccc2)n(C)c1=O	9	0.7	0	-0.6
31	CCOc1ccccc1C1N(c2ccc(F)cc2)C(=O)C2CCCN21 (stereo not drawn)	5	0.0	-9	-0.1
32	COc1cccc(NC(=O)c2cccc(N3C(=O)C4CC=C(C)CC4C3=O)c2)c1 (stereo not drawn)	-2	-0.2	-12	-0.5
33	O=C(N/N=C/c1cc([N+](=O)[O-])ccc1O)c1cccc(NC(=O)c2ccc(F)cc2)c1	18	-0.1	21	3.1
34	O=C1OC(c2cccc(Cl)c2)=N/C1=C\c1cccc2ccccc12	2	-0.1	1	2.2
35	O=C(NNC(=O)c1ccc(Cl)cc1[N+](=O)[O-])c1cccs1	-15	0.1	-4	-1.6
36	CN1/C(=C\C(=O)CSc2nnnn2C)C(C)(C)c2ccccc21	23	0.0	-2	0.6
37	CCOCCCNC(=O)C(=O)c1c(C)[nH]c2ccccc12	3	-0.2	3	-0.2
38	N#Cc1c(N)sc2c1CCC2	16	0.8	3	-1.3
39	Cc1cc(NC(=O)c2ccc(Cl)cc2)c(C)cc1O	-3	0.0	18	0.3
40	CC(C)c1ccc(-c2nc(C(N)=O)c3[nH]c(=O)n(C(C)C)c3n2)cc1	20	0.1	-5	0.0
41	COc1cc(C2C3=C(CC(C)(C)CC3=O)Nc3ccccc3N2C(=O)c2ccccc2)ccc1OCc1ccccc1 (stereo not drawn)	11	0.0	8	0.1
42	CCCCCc1ccc(-c2ccc(C(=O)NC3CCCCC3)cc2)cc1	1	0.4	7	-0.2
43	Cc1ccc(S(=O)(=O)N(CC(=O)N2CCCCCC2)Cc2ccccc2F)cc1	-4	-0.1	7	4.9
44	CCOc1ccccc1NC(=O)c1sc(NC(=O)c2ccco2)c(C(=O)OC)c1C	7	0.8	13	-1.2
45	CCCCCNC(=O)CCn1c(=O)oc2ccccc21	-1	0.1	-2	-0.1
46	c1ccc(N2CCN(Cn3cnc4ccccc43)CC2)nc1	-6	-0.3	-4	0.0
47	CC1CCCCC1Nc1ccc(C(=O)O)cc1[N+](=O)[O-] (stereo not drawn)	5	0.0	9	-0.4
48	COc1ccc(S(=O)(=O)NNC(=S)NCCc2ccccc2)c(OC)c1	4	-0.1	1	1.9

A few values from the entries so far.
COc1cc(C2C3=C(CC(C)(C)CC3=O)Nc3ccccc3N2C(=O)c2ccccc2)ccc1OCc1ccccc1 (stereo not drawn) – MITF inh = 11
CCCCCNC(=O)CCn1c(=O)oc2ccccc21 – FBW7 activator = 0.1
CCOc1ccccc1NC(=O)c1sc(NC(=O)c2ccco2)c(C(=O)OC)c1C – GPR151 activ = -1.2
c1ccc(N2CCN(Cn3cnc4ccccc43)CC2)nc1 – GPR151 activ = 0.0
CC1CCCCC1Nc1ccc(C(=O)O)cc1[N+](=O)[O-] (stereo not drawn) – FBW7 activator = 0.0
Cc1ccc(S(=O)(=O)N(CC(=O)N2CCCCCC2)Cc2ccccc2F)cc1 – TEAD-YAP inh = 7

Going on with the list:
item	structure	MITF inh	FBW7 activator	TEAD-YAP inh	GPR151 activ
49	CCOC(=O)c1ccc(NS(=O)(=O)c2ccc(OCC(=O)OC)cc2)cc1	1	0.3	-2	-2.2
50	N#Cc1c(N)n(CC2CCCO2)c2nc3ccccc3nc12 (stereo not drawn)	-11	-0.2	-1	0.5
51	CC(c1ccon1)N(C)C1CCC(=O)N(Cc2ccc(F)cc2)CC1 (stereo not drawn)	-4	-0.1	3	3.5
52	O=C1c2ccccc2C(=O)C1(Nc1nonc1-c1ccccc1)Nc1nonc1-c1ccccc1	6	0.0	-2	-0.9
53	O=C(N/N=C/c1cccnc1)c1sc2ccccc2c1Cl	13	-0.1	-10	1.1
54	N#Cc1c(NC(=O)c2cnn3c(C(F)(F)F)cc(-c4ccco4)nc23)sc2c1CCCC2	0	0.2	2	0.7
55	COc1ccc(NC(=O)C2CC(=O)OC23CCCCC3)c([N+](=O)[O-])c1 (stereo not drawn)	5	0.0	11	1.8
56	CCOC(=O)c1ccc(S(=O)(=O)Nc2ccccc2-c2nnn(CC)n2)cc1	13	0.0	-11	-0.5
57	CCCN1CCc2nc(NC(=O)COc3ccc(Cl)cc3Cl)sc2C1	5	0.1	45*	-0.1
58	c1ccc2cc(-c3cnc4c(NCc5ccc6c(c5)OCO6)nccn34)ccc2c1	17	0.5	-13	-0.2
59	CC(=O)Nc1nnc(Cc2ccccc2)s1	-12	-0.1	-4	0.1
60	COc1ccc(OC)c(NC(=S)NC(=O)c2ccc(Br)o2)c1	-19	-0.1	2	-0.7
61	COc1ccc(NC(=O)C2=C(C)NC(=O)NC2c2ccc(-c3ccccc3)cc2)cc1 (stereo not drawn)	6	0.3	23	-1.2
62	C[C@@H](c1ccccc1)n1c(=O)[nH]c2ncc(-c3ccccc3)nc21	-4	0.1	8	-0.3
63	O=C1/C(=C/c2ccc(O)c(O)c2)Oc2cc(O)ccc21	13	-0.4	-42	-0.1
64	c1ccc(OCCNc2nc(Nc3ccc(N4CCOCC4)cc3)nc3c2ncn3-c2ccsc2)cc1	17	0.0	-1	-1.5
65	COc1ccc(C)cc1NC(=O)c1cc(S(=O)(=O)N2CCN(c3cccc(C)c3C)CC2)ccc1F	-15	0.0	5	1.4
66	CCN(C(=O)c1cn(CC(C)C)c(=O)c2cc(OC)c(OC)cc12)c1cccc(C)c1	-13	0.2	-26	0.3
67	CCN(CC)C(=O)CSc1nc2n[nH]c(C)c2c(=N)n1-c1ccc(C)c(C)c1	16	0.4	-17	0.1
68	N=C1C(c2nc3ccccc3s2)=C(O)CN1CCCO	-4	-0.2	-10	-1.1
69	CCOC(=O)Cc1csc(=Nc2ccc(OC)cc2)n1CCO	-11	-0.3	-5	-0.4
70	COc1ccccc1-n1c(/C=C2\C(=O)N(C)c3ccccc32)nc2ccccc2c1=O	-4	-0.5	1	0.8
71	Cc1ccc(C(=O)C[n+]2cc(Br)cc3ccccc32)cc1	-9	-0.2	0	-0.5
72	O=C(Nc1ccc(-c2nc3ccccc3[nH]2)cc1)c1ccc([N+](=O)[O-])cc1Cl	-12	0.1	-39	1.3
73	CC1=CC(C)(C)Nc2ccc(OC(=O)c3cccc([N+](=O)[O-])c3)cc21	3	-0.3	-36	0.1
74	CCOC(=O)c1c(NC(=O)c2cc3nc(-c4ccc(OC)cc4)cc(C(F)(F)F)n3n2)sc2c1CCC(C)C2 (stereo not drawn)	1	-0.2	1	0.3
75	Cc1nc2ncnc(N3CCOCC3)c2[nH]1	12	-0.1	3	0.2
76	O=[N+]([O-])c1cccc(S(=O)(=O)c2ccc(NC(CO)(CO)CO)c([N+](=O)[O-])c2)c1	6	0.5	9	1.6
77	CC(=O)N1CCOc2cc(S(=O)(=O)NC(C)c3ccccc3)c(Cl)cc21 (stereo not drawn)	5	0.2	7	-1.4
78	O=C(Cn1cnc2c(oc3ccccc32)c1=O)NCc1ccco1	-8	0.1	5	-1.1
79	CCNCC(=O)Nc1nc2c(F)c(F)c(F)cc2s1	-12	-0.1	2	-1.0
80	O=C(Nc1ccc(OC(F)(F)F)cc1)c1cc2n(n1)C(C(F)(F)F)CC(c1ccc(Cl)c(Cl)c1)N2 (stereo not drawn)	6	0.1	3	-0.4
81	Cc1ccccc1CSc1nc2ccsc2c(=O)n1CCC(C)C	-1	-0.2	8	-0.4
82	CCOC(=O)c1ccc2[nH]c(C)c(C/C=C(/C)Cl)c(=O)c2c1	-17	-0.1	6	-0.6
83	C=CCn1c(=NC(=O)CC)sc2cccc(C)c21	0	-0.1	4	0.9
84	O=C(c1ccc(N2CCc3ccccc32)c([N+](=O)[O-])c1)N1CCCC1	14	-0.7	-4	0.6
85	Cc1ccc2cc(C3CC(c4ccco4)=NN3C(=O)CCCC(=O)O)c(Cl)nc2c1 (stereo not drawn)	19	0.2	5	-0.3
86	Cc1cc2c(cc1C)N(C(=O)Nc1ccc(Cl)cc1)C(C)(C)c1ssc(=S)c1-2	13	-0.4	-3	-0.3
87	O=C(COc1ccccc1Cl)Nc1cc(Cl)ccc1O	-1	-0.1	-30	-1.7
88	COC(=O)CC1C(=O)NCCN1C(=S)NC(=O)c1cccs1 (stereo not drawn)	14	0.2	7	0.5

4 compounds out of the list, ordered by length of the SMILES, lowest first.
item	structure	MITF inh	FBW7 activator	TEAD-YAP inh	GPR151 activ
69	CCOC(=O)Cc1csc(=Nc2ccc(OC)cc2)n1CCO	-11	-0.3	-5	-0.4
36	CN1/C(=C\C(=O)CSc2nnnn2C)C(C)(C)c2ccccc21	23	0.0	-2	0.6
10	O=C(O)CC1S/C(=N\N=C2C3CC4CC(C3)CC2C4)NC1=O (stereo not drawn)	15	0.1	-9	0.7
12	CCN1CCN(C(=O)c2ccc3c(=O)n(CCOC)c(=O)[nH]c3c2)CC1	14	-0.1	-2	1.0

Next section:
item	structure	MITF inh	FBW7 activator	TEAD-YAP inh	GPR151 activ
89	CC1=NN(C(=N)c2ccccc2)C(C)(O)C1 (stereo not drawn)	0	0.1	19	-2.3
90	CC1(C)CC(=O)c2cnc(NCc3ccc4c(c3)OCO4)nc2C1	-2	0.2	0	-0.8
91	CC1CCCCC12NC(=O)N(CC(=O)c1ccc[nH]1)C2=O (stereo not drawn)	13	0.3	-9	-1.2
92	Cc1ccccc1Cc1c(C)nc2c(C(=O)N3CCN(Cc4ccc5c(c4)OCO5)CC3)cnn2c1C	17	0.7	4	-0.4
93	CC(=O)N1CCN(S(=O)(=O)c2ccc(S(=O)(=O)N(C)C)cc2)CC1	-11	-0.5	0	0.8
94	Cc1cc(C)c2nc(C)cc(Nc3ccc4c(c3)OCCO4)c2c1	17	0.5	10	-0.9
95	COc1ccccc1N1CCN(CCC(=O)Nc2cc(C)ccc2C)CC1	11	1.3	-2	0.7
96	COC(=O)c1ccccc1NC(=O)C(=O)NCc1ccccc1	-8	0.3	4	-0.6
97	O=C(/C=C/c1ccccc1)NC(=S)N1CCSCC1	16	-0.1	6	-0.5
98	CC1(C)CC(N2CCOCC2)=CC(NCc2cn3ccccc3n2)C1 (stereo not drawn)	16	-0.7	-12	-1.0
99	O=c1oc2ccc(Br)cc2cc1-c1ccc2c(c1)OCCO2	16	0.1	4	0.9
